Assay outcomes from PubChem BioAssay.
Pf Dd2 growth: Plasmodium falciparum Dd2 growth inhibition. P. falciparum Dd2 growth, SYBR Green, 72 h. Potency, µM (series often up to 28.9 µM), without a hit: at the top dose activity, negative = inhibition, usual class: inhibitors. 120,000 compounds, 4.3% hits; active = well fitted inhibition curve with a large enough effect; inconclusive = small, poorly fitted or top-dose-only effect; inactive = no such curve, though single readings can be large or run the other way;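 also: plate controls were DMSO vehicle for no effect and reference drug for full effect; nearly all actives have a fitted effect of over 65% in size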
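Readout: SYBR Green fluorescence, 485 nm excitation, 535 nm emission, after ~16 h lysis at 37C. Before that, Dd2-infected red cells (2.5% hematocrit) grew 72 h with compound, 29 uM top final concentration.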
The depositor's hits bear a star; i = inactive; ? = inconclusive; [ ] = dose if it differs, or a comment. Potency is read from the fitted curve at half-maximal effect. A portion of the library; rates above refer to the full screens.

No. | canonical_smiles | Pf Dd2 growth
1 | CN(C)[C@@H]1CN(C(=O)c2ccsc2)CC[C@]1(O)c1ccccc1 | i[5.79 µM]
2 | COc1ccc(CN2Cc3[nH]nc(-c4cccc(O)c4)c3CC2=O)cc1 | i
3 | COCCNC(=O)c1cc(-c2ccc(OC)cc2)nc2c1c(C)nn2-c1ccccc1 | -30%
4 | CCN(CC)Cc1ccc2c(c1)CN(C(=O)NC1CCCC1)CCO2 | ?
5 | O=C(Nc1nnc2n1CCS2)c1ccccc1 | -1%
6 | O=C(c1nc(-c2ccsc2)c2ccccn12)N1CCN(c2ncccn2)CC1 | ?
7 | CC(=O)Nc1ccc(CN2CCn3c(nn(-c4ccc(C(F)(F)F)cc4)c3=O)C2)cc1 | ?
8 | O=C(NCc1ccccc1F)c1noc(-c2ccc(F)cc2)n1 | 45%[activator]
9 | O=C(Nc1cccc2ccccc12)O[C@@H]1CO[C@H]2[C@@H]1OC[C@@H]2NS(=O)(=O)Cc1ccccc1 | ?
10 | CCOc1ccc(NC(=O)CSc2nc3ccsc3c(=O)n2CCCCCC(=O)O)cc1 | i
11 | CCc1noc(-c2cn(C3CCN(C(=O)c4cccc(F)c4)CC3)nn2)n1 | ?
12 | CCOc1cc2[nH]c(=O)n(Cc3ccc(C(=O)N4CCN(c5cccc(Cl)c5)CC4)cc3)c(=O)c2cc1OCC | ?
13 | Cc1ccc([C@H]2C[C@@H](O)[C@@H](O)[C@@H]2NCc2ccccc2)cc1 | ?
14 | COC(=O)c1ccc(-c2nc(-c3ccc(OC)c(OC)c3)no2)cc1 | 59%[activator]
15 | CC(=O)N1CCC(O)(c2csc(CN3CCc4ccccc4C3)n2)CC1 | -1%[44.1 µM]
16 | c1ccc(CN2CC[C@H](c3nnc(-c4ccco4)o3)C2)nc1 | ?
17 | CC1CCN(c2nc3c(S(=O)(=O)c4ccccc4)nnn3c3ccc(Cl)cc23)CC1 | 1.1µM*
18 | COc1ccc(OC2CCN(C(C)=O)CC2)c(C(=O)N(C)Cc2ccccc2)c1 | 9%
19 | CCCN1CCN(c2ccc(-c3nc(C)no3)cn2)CC1 | -15%
20 | COc1cccc(C(=O)N2CC3(Cc4ccccc4N([S+](C)(=O)[O-])C3)C2)c1 | ?
21 | CCC(=O)Nc1ccc(C)cc1-c1nc2ccccc2n(Cc2ccccc2)c1=O | -7%
22 | COCCn1c(C)cnc1CCNC(=O)c1cc(C)nn1C | 10%
23 | O=C(NCCc1ccccc1Cl)c1sc2ncccc2c1-n1cccc1 | 8%
24 | Cc1nn(-c2ccccc2)c(C)c1CN1CCCCC12Cc1ccccc1CNC2=O (configuration not stated) | ?
25 | COc1cccc(OCc2nc3c(n2Cc2ccccc2)C(=O)N(CC2CCOCC2)CCN3)c1 | 11µM*
26 | CS(=O)(=O)N1CC(F)(F)C[C@H]1c1nc(-c2ccncc2)no1 | 16%
27 | Cc1ccc(C(=O)N2CCC(N3C(=O)CCC3C(=O)NCc3ccccc3)CC2)c(C)c1 (configuration not stated) | ?
28 | Cc1cc(N2CCCN(c3nccc(-c4c(C)nn(C)c4C)n3)CC2)ccn1 | ?
29 | COc1ccc(-c2nc(C(=O)Nc3ccc(C(C)=O)cc3)nn2-c2cccc(Cl)c2)cc1 | i
30 | Cc1cccc(-c2nc(CSc3nncn4c3cc3oc(C)cc34)c(C)o2)c1 | -17%
31 | COc1cc(OC)cc(C(=O)N2CCCN(c3cc(-c4ccc(Br)cc4)[nH]n3)CC2)c1 | ?
32 | CCCCNC(=O)CSc1nc2ccccc2nc1Cc1ccc(C)cc1 | -5%
33 | COCCOC1CCN(S(=O)(=O)c2c(C)noc2C)CC1 | 41%[activator]
34 | CCOc1ccc(C2C(C(=O)Nc3ccccc3)=C(C)Nc3nc(-c4ccccc4Cl)nn32)cc1OC (configuration not stated) | 8.9µM*
35 | COc1ncccc1-c1cc(C(=O)N(C)CCN(C)C)c2c(c1)ncn2C | 18%[44.1 µM]
36 | O=C(O)CCC(=O)Nc1sc2c(c1C(=O)Nc1ccccc1)CCCCC2 | 2%
37 | Cc1c(NC(=O)Cc2ccccc2)cccc1-c1nc2cccnc2s1 | -14%
38 | COc1ccc(-c2noc([C@@H](C)NC(=O)C3CCCCC3)c2C(=O)O)cc1 | i
39 | CCc1n[nH]c(CC2CCN(C(=O)c3ccccc3)CC2)n1 | -6%
40 | CN1C(=O)CCC2(CNC(=O)c3nn(C)c4ccccc34)CCCC=C12 (configuration not stated) | i
41 | Cc1ccc(-c2noc(CNC(=O)c3ccc(C)c(Cl)c3)n2)cc1 | 14%
42 | CC(C)CCN(C)C1CCOc2ccccc21 (configuration not stated) | ?
43 | O=C(NCC1CN(Cc2ccccc2)CC12CN(c1ccccc1)C2)Nc1ccccc1 (configuration not stated) | -13%[44.1 µM]
44 | Cc1cc(C)c(S(=O)(=O)N2CCc3nn(CC(C)C)c(=O)n3CC2)c(C)c1 | -12%
45 | Cc1noc(Cn2c(=O)c3ccccc3n(CC(=O)Nc3ccc(Cl)cc3)c2=O)n1 | ?
46 | O=C(Nc1ccc2c(c1)OCCO2)C1CCN(C(=O)N2CC3CC(C2)[C@H]2CCCC(=O)N2C3)CC1 (some centres not stated) | i
47 | Cc1cc(C[C@@H]2COC[C@@H]2NC(=O)CCc2nc(-c3ccccc3C)no2)on1 | -15%
48 | CS(=O)(=O)N1CCCN(C(=O)Cc2cccc(F)c2)CCNC(=O)CC1c1ccccc1 (configuration not stated) | -2%
49 | COc1ccccc1-c1cc(NCc2cnccn2)c2onc(C)c2n1 | -19%[44.1 µM]
50 | Cc1cc(C(=O)N[C@@H]2CN(c3ncccn3)C[C@H]2CO)c(C)o1 | -12%
51 | COc1cccc(C(=O)N(Cc2cccnc2)c2nc3c(OC)ccc(C)c3s2)c1OC | ?
52 | COc1ccc(S(=O)(=O)N2CCCC(Cn3c(C)nc4cccnc43)C2)cc1 (configuration not stated) | i
53 | COc1ccc(CCNC(=O)c2ccc(Cn3c(=O)c4ccccc4n(Cc4cccc(F)c4)c3=O)cc2)cc1OC | -25%
54 | O=C(Nc1ccc2oc(-c3ccc(Br)cc3)nc2c1)c1cc2ccccc2o1 | 45%[activator]
55 | COc1ccc(CC(=O)NC2CCN(c3cc(C)cc(C)c3)C2=O)c(Cl)c1 (configuration not stated) | ?
56 | CS(=O)(=O)c1ccc(N2CCN(C(=O)[C@H]3CC[C@@H](N)C3)CC2)c(F)c1 | 2%

(next part)
No. | canonical_smiles | Pf Dd2 growth
57 | COc1cccc(CNC(=O)c2ccc(Cn3c(SCc4ccccc4)nc4cccnc43)cc2)c1 | 10µM*
58 | COc1cccc(CN2CCN(Cc3ncccc3C)CC2)c1O | -14%
59 | CCCNC1(Cc2cc(CC(C)C)on2)COC1 | i
60 | Fc1cccc(-c2cc(-c3cn[nH]c3)c3cncn3c2)c1 | -2%[44.1 µM]
61 | CCCCN(C)CCNC(=O)c1cc(=O)[nH]c2ccc(S(=O)(=O)N3CCCCCC3)cc12 | 10%
62 | Cc1cc(Br)ccc1NC(=O)C1(S(=O)(=O)c2ccc(Cl)cc2)CC1 | -2%
63 | COc1ccc(C(=O)N2CCCC(c3nn(-c4ccc(F)cc4)c(=O)[nH]3)C2)cc1 (configuration not stated) | -14%
64 | CCn1nccc1C(=O)N1CCC2(CC1)NCCc1c2[nH]c2ccc(OC)cc12 | i

Next part; it opens with the 6 that closed the last part.
No. | canonical_smiles | Pf Dd2 growth
59 | CCCNC1(Cc2cc(CC(C)C)on2)COC1 | i
60 | Fc1cccc(-c2cc(-c3cn[nH]c3)c3cncn3c2)c1 | -2%[44.1 µM]
61 | CCCCN(C)CCNC(=O)c1cc(=O)[nH]c2ccc(S(=O)(=O)N3CCCCCC3)cc12 | 10%
62 | Cc1cc(Br)ccc1NC(=O)C1(S(=O)(=O)c2ccc(Cl)cc2)CC1 | -2%
63 | COc1ccc(C(=O)N2CCCC(c3nn(-c4ccc(F)cc4)c(=O)[nH]3)C2)cc1 (configuration not stated) | -14%
64 | CCn1nccc1C(=O)N1CCC2(CC1)NCCc1c2[nH]c2ccc(OC)cc12 | i
65 | O=C(NC1CCCN(CCc2ccccc2)C1)c1ccccc1-c1ncn[nH]1 (configuration not stated) | -17%
66 | CC1(C)N=C(SCc2ccc(F)cc2)c2ccccc2N1 | i
67 | COc1ccccc1Nc1nc(-c2ccccc2)c(CC(=O)O)s1 | -23%
68 | c1cc(-c2nc(CC3CCCNC3)no2)ccn1 (configuration not stated) | 43%[activator]
69 | CC(C)(C(=O)N1Cc2cnn(Cc3ccc(F)cc3)c2C1)c1ccccc1 | -13%
70 | O=C(COc1ccc(F)cc1)N1CCCC(Cc2noc(-c3ccccn3)n2)C1 (configuration not stated) | ?
71 | O=C(Cc1ccsc1)NCc1nnc2ccc(-c3ccccc3)nn12 | 3%
72 | O=c1c2cc3c(cc2n(Cc2ccc(F)cc2)c(=O)n1Cc1nc(-c2ccccc2)no1)OCO3 | 65%[activator]
73 | CCCn1c(C)cnc1CC1CCN(S(=O)(=O)c2ccccc2)C1 (configuration not stated) | ?
74 | CCCc1cc(C(=O)N2CCCC(Cc3ccccc3F)(C(=O)OCC)C2)n(C)n1 (configuration not stated) | ?
75 | Cc1ccc(S(=O)(=O)Nc2ccc(C)n(CC(=O)Nc3ccccc3)c2=O)cc1 | ?
76 | COc1ccc(Cn2ccc3nc(C)c(C(=O)Nc4ccc(OC)c(OC)c4)cc3c2=O)cc1 | 10%
77 | CCOc1ccccc1NC(=O)Cn1c(-c2ccccc2)nc(C)c(CCO)c1=O | i
78 | CCc1nc2c(c(-c3ccc(Cl)cc3)n1)CCN(CC1CC1)CC2 | ?
79 | CCCCCC(=O)N1CCC(O)(c2csc(CN(CC)CC)n2)CC1 | -4%[44.1 µM]
80 | COc1ccccc1CNC(=O)CC1=C2CCCCC2N(C)C1=O (configuration not stated) | -2%
81 | CC1=C(c2ccc(C(C)C)cc2)S(=O)(=O)N=C1N1CCC(C(=O)NCc2ccco2)CC1 | i
82 | Cc1ccc(CCNC(=O)C2CCCN(c3nnc(C)c4c(C)n(-c5ccccc5)nc34)C2)cc1 (configuration not stated) | 53%[activator][5.79 µM]
83 | COC(=O)[C@@H]1Cc2c([nH]c3ccccc23)[C@H]2C[C@@H](NCCO)C[C@@H](c3ccccc3)N21 | ?
84 | COCCCNC(=O)Cn1nc2c(cc1=O)CCCC2 | -13%
85 | O=C(Cc1ccc(F)cc1)Nc1nnc2n1CCS2 | 17%
86 | COc1ccc(OCC(=O)Nc2nnc3n2CCS3)cc1 | i
87 | COCCCNc1ncnc2c1CN(C1CCCC1)C(=O)CN2C | 4%
88 | O=C(NC1C[C@H]2CC[C@@H](C1)N2C(=O)c1ccc(OC(F)(F)F)cc1)c1ccncc1 (some centres not stated) | -28%
89 | COCCCNC(=O)C1(CCO)CCN(c2ncccn2)C1 (configuration not stated) | 9%
90 | CNC(=O)[C@@H]1C[C@H](Oc2cccnc2)CN1C(=O)c1cc(-c2ccc(F)cc2)n[nH]1 | 8%
91 | CCC(Nc1ccc(-c2nc(-c3ccccn3)no2)cc1[N+](=O)[O-])c1ccccc1 (configuration not stated) | 3.5µM*
92 | Cc1ccc(NC(=O)c2ccc(CN3C(=O)NC4(CCOCC4)C3=O)cc2)cc1 | -10%
93 | O=C(c1ccc2c(c1)OCO2)N1CCC(c2n[nH]c(=O)n2-c2ccccc2)CC1 | ?
94 | COc1cc(NC(=O)CCS(=O)(=O)c2ccc3c(c2)CC(=O)N3C)cc(OC)c1OC | i
95 | COc1ccc(NC(=O)c2cn3ccnc(-c4ccc(C)cc4)c3n2)c(OC)c1 | -18%
96 | COCc1noc(C2CCCCCN2C(=O)NCc2ccc(F)cc2)n1 (configuration not stated) | 28%
97 | COc1ccc(NC(=O)c2c(NCc3cccc(OC)c3)sc3c2CCCC3)cc1 | 10µM*
98 | N#Cc1ccc(N2CCCC3(CCC(=O)N(Cc4ccccc4)C3)C2)nc1 (configuration not stated) | -13%
99 | c1ccc(-c2noc(-c3cncnc3N3CCC(N4CCCCC4)CC3)n2)cc1 | ?
100 | CCC(CNC(=O)c1csc2nc(-c3ccccc3Cl)cn12)N(C)C (configuration not stated) | ?
101 | CCc1ccccc1S(=O)(=O)N1C[C@@H](F)C[C@H]1C(=O)N1CCc2ccccc2C1 | i
102 | CC1(Cc2ccc3c(c2)OCO3)CCCN(C(=O)CCCn2ccnc2)C1 (configuration not stated) | ?
103 | CC(=O)Nc1nonc1-c1nnc(SCC(=O)Nc2cc(C)cc(C)c2)n1-c1ccccc1 | -8%
104 | CC(=O)NCC(=O)N1CCC2(COc3ncccc3[S+](=O)([O-])N2)C1 (configuration not stated) | 20%
105 | CC(=O)N1CCN(c2ncnc3c2CN(c2ccccc2F)C(=O)CN3C)CC1 | i
106 | O=C(Cc1cccc(Cl)c1)N1CCC(n2cc(-c3nc(-c4ccccc4)no3)nn2)CC1 | ?
107 | Cc1ccc2c(C(=O)NCc3ccc(Cl)nc3)cnn2c1 | -2%[44.1 µM]
108 | CN(C(=O)c1ccccc1)C1CCOc2ccccc21 (configuration not stated) | 4%[44.1 µM]
109 | CC1(C)CN(Cc2cn(Cc3ccccc3)nc2-c2cc3ccccc3o2)CCO1 | 8.9µM*
110 | CN(C)C(=O)N1CCc2nc(-c3ccccc3)nc(-c3ccc(Cl)cc3)c2C1 | i
111 | CCN(CC)C(=O)CC[C@H]1CNC(=O)[C@H]2NCC[C@H]2N1C | 18%[44.1 µM]
112 | COc1ccc(N2CCN(C(=O)C3CCCN(S(=O)(=O)c4ccc5c(c4)CCCN5C(C)=O)C3)CC2)cc1 (configuration not stated) | i
113 | CC1CCCN(C(=O)Cn2ccn3nc4c(c3c2=O)CCCC4)C1 (configuration not stated) | -18%
114 | O=C1OCC2(CCN(Cc3c[nH]c4ccccc34)C2)N1Cc1ccccc1 (configuration not stated) | ?
115 | O=C(N[C@H]1CCN2C(=O)c3cc(-c4ccc(F)cc4F)ccc3NC(=O)[C@H]12)C1CCCC1 | -28%
116 | Cc1cccc(NC(=O)c2cc(S(=O)(=O)NCc3ccc4c(c3)OCO4)ccc2F)c1C | 10%
